Screening data as filed in PubChem.
PLAP inhibition – inhibition of human placental alkaline phosphatase – biochemical, luminescence, HTS (AID 690) | purified PLAP, luminescent substrate; higher % means a stronger effect | inhibition, % at 20 µM; hits with a dose series show IC50 in µM | hit rate 0.08% among 96,000; in the data active = a potency from the dose series; inactive = the rest, 99 in 100 with inhibition below about 30%; note: strong numbers were not always called active
MRP resist rev – reverses drug resistance mediated by MRP | H69AR cells + 2 uM doxorubicin, CellTiter-Glo, 72 h | differential viability (reversal), % at 10 µM | hit rate 0.04% among 85,000 | AID 602;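 active = viability drop by adding the cancer drug above about 55%, with treated viability meeting a 40% cutoff, limit read from the data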;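 note: viability without doxorubicin minus viability with 2 µM doxorubicin for each compound; larger differential means the compound sensitizes cells more to doxorubicin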
NFkB transloc inh – blocks IL-1B driven NFkB nuclear translocation in HUVEC cells | HUVEC IL-1B NFkB p65 nuclear translocation imaging | inhibition, % at 2 µM | hit rate 0.43% among 94,000;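 active = inhibition above about 30% together with a positive call from visual inspection of the well image, limit read from the data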;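 note: nuclear over cytoplasmic p65 intensity ratio measured by imaging; 0% = IL-1B stimulated DMSO wells and 100% = unstimulated DMSO wells; values of inactives mirror those of a sister screen read the other way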
IL1B NFkB pot – enhances IL-1B driven NFkB nuclear translocation; AID 819; hit rate 0.3% among 94,000; HUVEC IL-1B NFkB p65 nuclear translocation imaging; activation, % at 2 µM;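 active = activation above 40%, about the mean plus 3 SD, also judged a hit on visual image review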;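 note: percent activation is computed from the nuclear over cytoplasmic p65 intensity ratio; values of inactives mirror those of a sister screen read the other way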
Bcl-B displacement – displacers of TR3 peptide from Bcl-B, primary screen, selectivity assay for Bfl-1 inhibitor project, biochemical, fluorescence polarization. FP displacement of FITC-TR3 peptide from Bcl-B; higher % means a stronger effect. one-dose displacement, % at 20 µM; IC50 in µM for titrated hits. hit rate 0.11% among 96,000. AID 748;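 active = displacement above 50% at 20 µM plus a fluorescence interference ratio under 1.5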;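 note: plate controls were wells without compound for no effect and wells lacking Bcl-B protein for full effect; a part of the inactive calls stands beside numbers as strong as those of hits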
MRP resist rev cytotoxicity – also measured in MRP resist rev; calls as there; viability, %; H69AR cells, CellTiter-Glo, 72 h; measured here: cytotoxicity without doxorubicin
MRP resist rev with doxorubicin – recorded beside MRP resist rev, whose call it bears; viability, %; measured here: viability with 2 uM doxorubicin; active compounds read low
NFkB transloc inh cell count 2 µM – also measured in NFkB transloc inh; calls as there; cell count; measured here: cells passing quality filter;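 raw number of nuclei counted in each imaged well without normalization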
IL1B NFkB pot cell count 2 µM – also measured in IL1B NFkB pot; calls as there; cell count; measured here: cells passing quality filter
Starred values were filed as active, the others as inactive; · = no result given. An excerpt. The share of hits here may be higher or lower than overall.

mol	PLAP inhibition	MRP resist rev	MRP resist rev cytotoxicity	MRP resist rev with doxorubicin	NFkB transloc inh	NFkB transloc inh cell count 2 µM	IL1B NFkB pot	IL1B NFkB pot cell count 2 µM	Bcl-B displacement
O=C(c1ccccc1)N1CCN(C(=O)c2cc3ccccc3o2)CC1	5%	11	94	83	-16	164	16	164	-6%
CCCn1c(NC(=O)C2CCN(S(=O)(=O)c3cccs3)CC2)nc2ccccc21	-47%	0	39	39	-13	89	13	89	-9%
CCNc1nc(NC(C)C)nc(OCCNS(=O)(=O)c2cc(C)ccc2C)n1	-2%	-12	75	87	-12	178	12	178	-2%
C=C1C2(C(=O)NCc3ccco3)CCC(C2)C1(C)C (centres undefined)	2%	1	87	86	8	142	-8	142	2%
O=C(NC1CCCCC1)C(c1ccccc1)N(C(=O)Cc1ccsc1)c1ccccc1 (centres undefined)	4%	·	·	·	-8	136	8	136	-8%
Cc1ccc(NC(=O)c2cc([N+](=O)[O-])ccc2NCc2cccnc2)cc1Cl	9%	·	·	·	-3	180	3	180	-3%
O=C(Cn1ccc2ccccc2c1=O)NCCC(=O)N1CCN(c2cccc(C(F)(F)F)c2)CC1	-13%	-8	80	88	6	189	-7	189	-9%
Oc1cccc(Nc2ncnc3ccccc23)c1	20%	13	95	82	-12	118	12	118	-3%

Remaining list, next part.
mol	PLAP inhibition	MRP resist rev	MRP resist rev cytotoxicity	MRP resist rev with doxorubicin	NFkB transloc inh	NFkB transloc inh cell count 2 µM	IL1B NFkB pot	IL1B NFkB pot cell count 2 µM	Bcl-B displacement
CC1(C)CC(=O)C2=C(C1)OC(N)=C(C#N)C21C(=O)N(Cc2ccccc2Cl)c2ccccc21 (centres undefined)	8%	17	92	76	-2	175	2	175	5%
COc1cccc(C(=O)NC2(C(F)(F)F)N=C3SCCN3C2=O)c1 (centres undefined)	0%	-6	99	105	20	76	-20	76	9%
CCC(=O)N/C(=N/c1nc(C)cc(C)n1)Nc1ccc(OC)cc1	·	-4	84	88	1	106	-1	106	·
CCc1nnc(NS(=O)(=O)c2ccc(NC(=S)NC(=O)/C=C/c3ccc(C(C)C)cc3)cc2)s1	-38%	·	·	·	5	149	-5	149	1%
CSC1=NC2(CC(c3ccccc3)Oc3cc(O)ccc32)CC(C)(C)N1 (centres undefined)	·	3	70	67	-22	125	22	125	·
Cc1ccc(CN2C(=O)CCC2C(=O)NCc2ccco2)cc1 (centres undefined)	26%	11	84	73	-27	126	27	126	0%
O=C1Nc2cc(Cl)c(Cl)cc2N(O)N1c1cccc(Cl)c1	-8%	3	103	100	-8	63	8	63	2%
Cc1cccc(N2CCN(C(=O)C3CCCN(S(=O)(=O)c4c(C)noc4C)C3)CC2)c1C (centres undefined)	·	8	73	64	6	69	-6	69	·

The list goes on.
mol	PLAP inhibition	MRP resist rev	MRP resist rev cytotoxicity	MRP resist rev with doxorubicin	NFkB transloc inh	NFkB transloc inh cell count 2 µM	IL1B NFkB pot	IL1B NFkB pot cell count 2 µM	Bcl-B displacement
CCOC(=O)c1c(NC(=O)CSc2nnc(Cc3csc(N)n3)n2C)sc(C)c1C	-29%	-2	69	71	-6	108	6	108	-6%
CCCn1c(C)cc(=O)c2cc(NC(=O)c3cnccn3)ccc21	-48%	-76	7	83	-12	100	12	100	1%
COC(=O)C1=C(C)Nc2ncnn2C1c1ccccn1 (centres undefined)	-35%	-2	91	93	2	129	-2	129	-4%
Cc1c(Cl)cccc1NC(=O)CC1NCCNC1=O (centres undefined)	1%	-7	92	99	4	153	-4	153	-12%
CCc1nc(N2CCC3(CC2)OCCO3)c2nnn(Cc3ccccc3Cl)c2n1	-8%	·	·	·	2	116	-2	116	2%
COc1ccc(Cn2nnnc2CN2CCc3ccccc3C2)cc1	13%	-2	102	104	-2	169	2	169	9%
CC(C)(C)SCCNC(=O)c1ccc(Cl)c(S(=O)(=O)N2CCOCC2)c1	·	10	93	82	7	80	-7	80	·
Cc1cccc(Oc2cc(N)cc([N+](=O)[O-])c2)c1	10%	·	·	·	7	102	-7	102	-4%

More records follow.
mol	PLAP inhibition	MRP resist rev	MRP resist rev cytotoxicity	MRP resist rev with doxorubicin	NFkB transloc inh	NFkB transloc inh cell count 2 µM	IL1B NFkB pot	IL1B NFkB pot cell count 2 µM	Bcl-B displacement
COc1ccc(CCNC(=O)c2cccnc2)cc1	5%	-31	70	101	8	173	-8	173	-11%
Cc1cccc(Nc2ccccc2C(=O)NCc2ccco2)c1C	8%	-34	16	50	-7	165	7	165	-1%
COc1ccc2cc(CN(Cc3cccnc3)S(=O)(=O)c3ccccc3)c(=O)[nH]c2c1	-59%	-6	68	74	-17	130	17	130	24%
COc1cc(NC(=O)CSc2ccc3c(c2)OCCO3)cc(OC)c1OC	-9%	14	97	83	-6	146	7	146	1%
COc1ccccc1N1CCN(c2nnc(-c3ccc(F)cc3)c3ccccc23)CC1	-14%	-7	100	106	-4	169	4	169	-6%
COc1cc(/C=C/C(=O)N(C)c2ccccc2C(=O)O)cc(OC)c1OC	1%	13	105	92	-5	144	5	144	-8%
O=S1(=O)N=C(N2CCOCC2)c2ccccc21	14%	6	88	82	2	160	-2	160	0%
C=CCNC(=O)NC(=S)c1ccccc1	19%	2	83	81	-18	136	18	136	-3%

The list continues.
mol	PLAP inhibition	MRP resist rev	MRP resist rev cytotoxicity	MRP resist rev with doxorubicin	NFkB transloc inh	NFkB transloc inh cell count 2 µM	IL1B NFkB pot	IL1B NFkB pot cell count 2 µM	Bcl-B displacement
Cn1c(=O)c2[nH]c(CNCc3ccccc3Cl)nc2n(C)c1=O	-193%	11	90	78	-17	162	17	162	-6%
CCOC(=O)c1c(C)[nH]c(C)c1C(=O)COC(=O)c1ccc(S(=O)(=O)N(CC)CC)cc1	-30%	32	84	53	-14	177	14	177	7%
CC(=O)NCCCc1nc2ccccc2n1Cc1ccc(C)cc1	-56%	-23	57	80	17	157	-17	157	10%
COc1ccc(OCC(=O)Nc2ccc(S(=O)(=O)Nc3cc(C)nc(C)n3)cc2)cc1	-36%	-2	98	100	-9	149	9	149	2%
Cc1nnc2c(-c3ccccc3)nc3ccccc3n12	17%	12	96	84	4	194	-4	194	5%
COc1ccc(C(=O)Nn2c(SCC(=O)N3CCC(C)CC3)nc3ccccc3c2=O)cc1	2%	3	73	69	3	186	-3	186	-11%
COCCCNC(=O)CSC1=Nc2ccccc2C2=NC(CC(=O)NCc3ccccc3)C(=O)N12 (centres undefined)	-3%	4	88	84	-11	104	11	104	-6%
COC(=O)c1c(NC(=O)c2nc3ncccn3n2)sc(C(=O)N(C)C)c1C	-62%	0	102	101	·	·	·	·	1%

Next structures follow.
mol	PLAP inhibition	MRP resist rev	MRP resist rev cytotoxicity	MRP resist rev with doxorubicin	NFkB transloc inh	NFkB transloc inh cell count 2 µM	IL1B NFkB pot	IL1B NFkB pot cell count 2 µM	Bcl-B displacement
CCN(CC)C(=O)c1sc2nc(-c3ccc(OC)cc3)cn2c1C	-31%	-27	47	73	2	123	-2	123	-12%
COCCn1c(SCC(=O)NC(=O)NC(C)(C)C)nc2ccccc21	-39%	·	·	·	16	140	-16	140	-8%
CC1(C)CC(=O)C=C(NCc2cccnc2)C1	-2%	16	108	93	10	129	-10	129	-4%
O=C(O)c1ccc2c(c1)C(c1ccccc1)OC2=O (centres undefined)	7%	5	90	85	-2	139	2	139	5%
CC(Oc1ccccc1)C(=O)NC1CC(C)(C)NC(C)(C)C1 (centres undefined)	4%	9	99	90	-13	161	13	161	2%
Cc1ccc(S(=O)(=O)N2C(=O)CCC2C(=O)Nn2cnnc2)cc1 (centres undefined)	6%	-14	73	88	-26	172	26	172	13%
O=c1oc(-c2cccs2)nc2sc3c(c12)CCC3	2%	-17	100	118	·	·	·	·	-94%
COC(=O)C1=C(N)N(c2ccc(F)cc2)C2=C(C(=O)CCC2)C1c1ccc2c(c1)OCO2 (centres undefined)	6%	13	90	77	·	·	·	·	-9%

(listing goes on)
mol	PLAP inhibition	MRP resist rev	MRP resist rev cytotoxicity	MRP resist rev with doxorubicin	NFkB transloc inh	NFkB transloc inh cell count 2 µM	IL1B NFkB pot	IL1B NFkB pot cell count 2 µM	Bcl-B displacement
Cc1[nH]nc(SCC(=O)N2CCC(C)CC2)c1[N+](=O)[O-]	-29%	-14	90	104	-6	184	6	184	6%
Cc1ccc(C)c(N2CCN(C(=O)C3CCCCN3S(=O)(=O)c3ccc(F)cc3)CC2)c1 (centres undefined)	-48%	8	71	63	-5	74	5	74	-17%
O=C(CC1(O)C(=O)Nc2ccccc21)c1ccc(-n2cccc2)cc1 (centres undefined)	17%	-9	79	88	-18	169	18	169	-5%
C=CCn1c(N)c(C(=O)OCC(C)C)c2nc3ccccc3nc21	-7%	-5	93	98	13	106	-13	106	4%
COc1ccc(S(=O)(=O)N2CCN(C3CCN(Cc4ccccc4)CC3)CC2)cc1	-54%	0	91	91	1	183	-1	183	-3%
O=C(O)c1ccccc1C(=O)NNc1ccc(Cl)cc1	-1%	·	·	·	-5	156	5	156	7%
COc1ccc(S(=O)(=O)N2CCCN(CC(=O)C(C)(C)C)CC2)cc1	-30%	8	80	72	5	145	-5	145	1%
Cn1c(=O)n(C)c2cc([N+](=O)[O-])c(N3CCN(C(=O)c4ccc(Cl)cc4)CC3)cc21	11%	·	·	·	-11	112	11	112	29%

Continuation.
mol	PLAP inhibition	MRP resist rev	MRP resist rev cytotoxicity	MRP resist rev with doxorubicin	NFkB transloc inh	NFkB transloc inh cell count 2 µM	IL1B NFkB pot	IL1B NFkB pot cell count 2 µM	Bcl-B displacement
Cc1ccc2[nH]c(=O)c(C(c3nnnn3Cc3ccccc3)N3CCc4ccccc43)cc2c1 (centres undefined)	-36%	-14	81	95	-11	181	11	181	-24%
CCc1sc(C(=O)NC)cc1Br	16%	-11	94	105	-21	132	21	132	-3%
CSc1nc(-c2ccc(Cl)cc2)nn1C(=O)c1ccco1	-3%	15	106	91	-9	199	9	199	0%
N#Cc1cc2cc3c(cc2nc1N1CCCCC1)OCCO3	14%	·	·	·	2	105	-2	105	-11%
CCNC(=O)N(C(=O)NCC)n1c(C)nnc1C	-3%	15	96	82	8	118	-8	118	-10%
COC(=O)CCC(=O)N1CCOCCOCCN(C(=O)CCC(=O)OC)CCOCCOCC1	·	3	95	92	7	92	-7	92	·
CCn1c(-c2ccco2)nc2ccccc21	-7%	-7	87	94	6	93	-6	93	1%
